Bioassay records as filed in PubChem.
H1N1 NS1A inhibition – H1N1 influenza NS1A inhibitors, functional cell based assay (AID 504329); 340,000 compounds, 0.3% hits; inhibition, % at 12.5 µM, or IC50 in µM where a hit was titrated; NS1A functional cell-based assay, percent inhibition; higher % means a stronger effect; in the data active = a potency from the dose series; inconclusive = inhibition above about 27% without an active follow-up result; note: strong numbers were not always called active
M. tuberculosis HTS – M. tuberculosis growth inhibition, HTS (AID 449762); one-dose inhibition, % at 25 µM; IC50 in µM for titrated hits; M. tuberculosis H37Rv growth inhibition, 7H9 media; higher % means a stronger effect; 330,000 compounds, 0.59% hits; in the data active = a potency from the dose series; inconclusive = inhibition above about 70% without an active follow-up result;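 note: bacterial growth assessed after seven days of incubation; strong numbers were not always called active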
VEEV TC-83 Vero – inhibitors of VEEV TC-83 cytopathic effect, confirmation, Vero cells (AID 588727); Vero cells, VEEV TC-83 cytopathic effect inhibition; higher % means a stronger effect; inhibition, % at 20 µM; hits with a dose series show IC50 in µM; 350,000 compounds, 0.13% hits; in the data active = a potency from the dose series; inconclusive = inhibition mostly from about 14% at the one dose, without a potency; inactive = the rest, 99 in 100 with inhibition below about 12%; note: strong numbers were not always called active
tuberculosis growth – growth inhibition of non-replicating M. tuberculosis (AID 488890); Mycobacterium tuberculosis non-replicating, growth inhibition; higher % means a stronger effect; one-dose inhibition, % at 25 µM; IC50 in µM for titrated hits; 320,000 compounds, 0.39% hits; in the data active = a potency from the dose series; inconclusive = inhibition mostly from about 82% at the one dose, without a potency; inactive = the rest, 99 in 100 with inhibition below about 76%;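 note: plate controls were DMSO cells for no effect and high antibiotic wells for full effect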
Salmonella PhoP GFP – PhoP regulon inhibitors, Salmonella typhi PhoP promoter GFP reporter, confirmatory (AID 1850). 310,000 compounds, 0.33% hits. one-dose inhibition, % at 50 µM; IC50 in µM for titrated hits. Salmonella Typhi PhoP-promoter GFP reporter, fluorescence, 4 h; higher % means a stronger effect; in the data active = a potency from the dose series; inconclusive = inhibition mostly from about 25% at the one dose, without a potency; inactive = the rest, 99 in 100 with inhibition below about 19%;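 note: 0% = induced wells with vehicle and 100% = uninduced wells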
VEEV TC-83 Vero 10K pilot screen – further read-out of VEEV TC-83 Vero, marked with its call; inhibition, %; measured here: 10K pilot screen inhibition
Numbers without * were called inactive; i = inactive; ? = inconclusive; / = not tested or not shown.

SMILES	H1N1 NS1A inhibition	M. tuberculosis HTS	VEEV TC-83 Vero	tuberculosis growth	Salmonella PhoP GFP	others
CN(C)c1ccc(C(c2ccc(N(C)C)cc2)C(O)c2ccccc2)cc1 (stereo unspecified)	2.1%	/	0.2%	/	/
CCN1CCN(c2cc(C)c3cc(NC(=O)c4ccc(Br)o4)ccc3n2)CC1	9.1%	?	?	33.3%	-0.8%
Cc1cc(C)c(S(C)(=O)=O)c(Oc2cccc(C(F)(F)F)c2)n1	-4.2%	-1.4%	i	14.4%	14.0%
CC(=O)O[C@@H]1[C@@H](OC(C)=O)[C@H](n2ccc3cc([N+](=O)[O-])ccc32)OC[C@@H]1OC(C)=O	13.9%	0.5%	5.4%	7.2%	-13.8%
COc1cccc(-n2nnnc2SCC(=O)Nc2cccc(NC(C)=O)c2)c1	-5.1%	-1.3%	i	19.7%	-3.4%
COC(=O)C1=C(c2ccc(S(C)(=O)=O)cc2)C[C@@H]2CC[C@H]1N2C	4.4%	-9.9%	3.0%	-7.2%	/
Cc1ccc([N+](=O)[O-])cc1NC1OC(CO)C(O)C1O (stereo unspecified)	-2.8%	-7.2%	2.7%	0.4%	-5.1%
CCCCn1c(SCC(=O)Nc2oc(C)c3c(C)n[nH]c(=O)c23)nc2cc(S(N)(=O)=O)ccc21	-2.5%	-7.7%	6.5%	-16.5%	1.3%
CC1=CN2C(=N)/C(=C/c3ccc(Sc4ccc(Cl)cc4)o3)C(=O)N=C2S1	3.4%	-14.9%	8.6%	?	-16.2%
COC(=O)c1cn(NC(=O)Cc2ccc(OC)c(OC)c2)c(=O)c2ccccc12	3.9%	-5.3%	i	-12.3%	5.8%
COc1cc(C(=O)NC2CC(C)(C)CC(C)(C)C2)ccc1OC1CCN(C(C)=O)CC1	2.4%	6.8%	0.6%	23.3%	1.7%
C=CCn1c(CCNC(=O)c2cccs2)nnc1SCC(=O)Nc1cccc(Cl)c1C	3.1%	-12.9%	i	40.6%	-1.0%

Next section, overlapping the part above by 2 compounds.
SMILES	H1N1 NS1A inhibition	M. tuberculosis HTS	VEEV TC-83 Vero	tuberculosis growth	Salmonella PhoP GFP	others
COc1cc(C(=O)NC2CC(C)(C)CC(C)(C)C2)ccc1OC1CCN(C(C)=O)CC1	2.4%	6.8%	0.6%	23.3%	1.7%
C=CCn1c(CCNC(=O)c2cccs2)nnc1SCC(=O)Nc1cccc(Cl)c1C	3.1%	-12.9%	i	40.6%	-1.0%
O=C(N/N=C/c1ccc([N+](=O)[O-])cc1)c1cccc2cc[nH]c12	8.3%	-0.5%	1.1%	1.4%	20.2%
COc1ccccc1CN(C)C(=O)c1cccc(S(=O)(=O)N2CCCc3ccccc32)c1	-7.5%	-8.2%	2.4%	28.3%	/
COc1ccccc1C1C=C(c2ccccc2)Nc2nnnn21 (stereo unspecified)	-14.6%	9.8%	i	59.6%	7.3%
CC(=O)N1N=C(c2ccncc2)CC1c1ccccc1O (stereo unspecified)	-13.4%	-5.4%	7.9%	-3.2%	-5.8%
O=C(Cc1ccccc1)NNC(=O)c1ccc(Br)o1	-1.4%	/	1.5%	/	/
Cc1ccc(C2CC(=O)Oc3cc(O)ccc32)cc1 (stereo unspecified)	-2.0%	-2.4%	1.4%	-11.5%	-3.0%
O=C(O)c1ccc(/C=N/NC(=O)C2CC2(c2ccccc2)c2ccccc2)cc1 (stereo unspecified)	/	9.3%	/	30.3%	-3.6%
CCOC(=O)C1CCN(C(=O)C(C)c2ccc([N+](=O)[O-])cc2)CC1 (stereo unspecified)	0.4%	3.6%	i	7.6%	-5.5%
O=C(CN1C(=O)CC(c2ccccc2)S(=O)(=O)c2ccccc21)N1CCCC1 (stereo unspecified)	-7.0%	5.7%	0.7%	7.0%	-17.3%
Cn1cnnc1Sc1ccc(/C=C/C(=O)c2ccc(O)cc2)cc1[N+](=O)[O-]	3.6%	19.1%	3.1%	40.4%	-10.1%
CCOC(=O)c1ccc(Oc2nc(OC)cc(OC)n2)cc1	3.3%	4.8%	i	39.1%	-9.4%
CN(C(=O)CSc1nnnn1-c1ccc(Cl)cc1)C1CCS(=O)(=O)C1 (stereo unspecified)	-3.9%	3.3%	0.4%	8.9%	/
O=S1(=O)NC(=NC2CCCCCC2)c2ccccc21	0.0%	-10.1%	1.3%	4.3%	-8.1%	VEEV TC-83 Vero 10K pilot screen=0.3
CCOc1cc(S(=O)(=O)NC2CCCC2)ccc1Cl	-1.4%	1.3%	0.3%	4.1%	2.1%
COc1ccc(NC(=O)Nc2ccc3nccnc3c2)cc1	-0.3%	5.7%	?	7.3%	6.2%
COc1ccc(-n2ccn(CC(=O)Nc3ccc(OC)cc3OC)c(=O)c2=O)cc1	-3.5%	-7.6%	9.4%	-12.8%	1.4%
COc1ccc(NC(=O)CCCC2=NS(=O)(=O)c3ccccc3N2)cc1	2.2%	-0.3%	1.1%	/	-44.2%
O=C(c1ccco1)N(Cc1cccs1)C1CCS(=O)(=O)C1 (stereo unspecified)	-9.3%	-0.4%	0.4%	-14.7%	-3.6%
CC(=O)N1N=C(c2ccc(Cl)cc2)OC1(C)C	-0.9%	2.9%	0.5%	-25.7%	5.3%
COc1ccc(CN=C2NC(=O)CC(C(=O)Nc3ccc([N+](=O)[O-])cc3C)S2)cc1 (stereo unspecified)	-8.2%	/	0.3%	/	/
COCCCn1c(N)c(C(=O)OC(C)COC)c2nc3ccccc3nc21 (stereo unspecified)	-5.9%	3.4%	5.7%	-8.7%	11.5%
CC(=O)Cn1c(=O)oc2ccccc21	-2.7%	-8.4%	i	5.8%	4.3%
CCOC(=O)c1ccc(NC(=O)NCc2ccc(OC)cc2)cc1	-12.3%	5.2%	1.2%	9.0%	1.4%
COc1ccc(/C=C2/CCc3ccccc3C2=O)cc1CN1CCOCC1	14.2%	5.5%	4.1%	4.2%	-4.1%
O=C(Cc1cccc(F)c1)Nc1ccc2c(c1)CCC2	2.9%	9.6%	2.8%	24.3%	8.3%
CCCCNc1c(N)n(CCC)c(=O)[nH]c1=O	4.9%	6.4%	0.6%	2.9%	-26.3%
CCOC(=O)C1C(c2ccc3c(c2)OCO3)NC(=O)NC1(O)C(F)(F)F (stereo unspecified)	0.1%	-2.9%	1.8%	-7.2%	-8.8%
CCN(CC)c1ccc2c(C)c(Cl)c(=O)oc2c1	-20.3%	-3.2%	2.3%	/	-5.1%
CN(CC(=O)Nc1ccc(S(=O)(=O)N2CCCC2)cc1)Cc1ccc(Cl)cc1	-1.4%	-13.3%	1.7%	14.5%	-7.0%
CCCCC(=O)Nc1nnc(CCOC)s1	-11.9%	3.0%	0.1%	6.0%	-4.0%
Cc1onc(-c2c(F)cccc2Cl)c1C(=O)OCC(=O)c1c(N)n(C)c(=O)n(C)c1=O	3.8%	-1.6%	7.0%	12.2%	-4.6%
CC(C)Sc1nc(NCc2ccco2)c2c3c(sc2n1)COC(C)(C)C3	-15.8%	19.3%	8.2%	21.5%	-8.3%
COc1cccc(CNc2ccc(Br)cn2)c1O	-0.9%	?	0.1%	4.2%	4.0%	VEEV TC-83 Vero 10K pilot screen=0.8
CN(CC(=O)Nc1ccc(N2CCOCC2)cc1)C(=O)CSc1ccc(Br)cc1	-13.0%	-3.0%	3.5%	29.6%	11.8%
Cc1ccc(NC(=O)CCCC(=O)O)c(-c2nc3ccccc3[nH]c2=O)c1	-9.8%	-9.6%	0.4%	13.1%	-4.7%
COCCNC(=O)c1c[nH]c2ccc(S(=O)(=O)N3CCC4(CC3)OCCO4)cc2c1=O	13.4%	/	0.3%	/	/

Retrieved one by one from the list above:
SMILES	H1N1 NS1A inhibition	M. tuberculosis HTS	VEEV TC-83 Vero	tuberculosis growth	Salmonella PhoP GFP	others
CC(=O)N1N=C(c2ccncc2)CC1c1ccccc1O (stereo unspecified)	-13.4%	-5.4%	7.9%	-3.2%	-5.8%
Cc1ccc(NC(=O)CCCC(=O)O)c(-c2nc3ccccc3[nH]c2=O)c1	-9.8%	-9.6%	0.4%	13.1%	-4.7%
CN(C)c1ccc(C(c2ccc(N(C)C)cc2)C(O)c2ccccc2)cc1 (stereo unspecified)	2.1%	/	0.2%	/	/
O=C(N/N=C/c1ccc([N+](=O)[O-])cc1)c1cccc2cc[nH]c12	8.3%	-0.5%	1.1%	1.4%	20.2%
COc1ccccc1C1C=C(c2ccccc2)Nc2nnnn21 (stereo unspecified)	-14.6%	9.8%	i	59.6%	7.3%
CCN1CCN(c2cc(C)c3cc(NC(=O)c4ccc(Br)o4)ccc3n2)CC1	9.1%	?	?	33.3%	-0.8%

Further results follow.
SMILES	H1N1 NS1A inhibition	M. tuberculosis HTS	VEEV TC-83 Vero	tuberculosis growth	Salmonella PhoP GFP	others
Cc1cc(C)c2c(NC(=O)C3CC3)nn(C)c2n1	5.0%	2.6%	1.8%	4.4%	4.0%
CCOc1ccc(-n2c(C)nc3c(cnn3-c3ccc(Cl)cc3)c2=O)cc1	0.6%	/	i	/	/
CC1=NN(c2ccccc2)C(=O)/C1=C\N1CC(C)OC(C)C1 (stereo unspecified)	5.1%	-4.4%	0.1%	-3.0%	1.7%
O=C(CNC(=O)c1ccc(Br)cc1)Nc1ccc(Br)cc1C(=O)c1ccccc1	9.2%	-5.1%	0.8%	3.1%	-6.9%
O=C(N/N=C/c1ccc(OCCCF)cc1)c1ccc(C(F)(F)F)cc1	2.9%	8.1%	0.5%	7.1%	-6.5%
Cc1ccc(S(=O)(=O)N(C)CCCC(=O)N2CCN(c3ccccn3)CC2)cc1	2.8%	-1.3%	1.6%	12.0%	-17.1%
Cc1cccc(N2CCN(C(=O)c3ccc(CNc4c(N5CCC(C)CC5)c(=O)c4=O)cc3)CC2C)c1 (stereo unspecified)	-1.6%	?	1.6%	4.6%	0.7%
COc1ccc(C2CC(=O)C(C=NCCN3CCN(C(=S)Nc4ccccc4)CC3)=C(O)C2)cc1OC (stereo unspecified)	/	7.2%	4.2%	7.5%	1.0%
CC(C)Oc1ccc(/C(O)=C2/C(=O)C(=O)N(CCN(C)C)C2c2cccs2)cc1 (stereo unspecified)	-4.8%	4.1%	0.5%	-2.0%	-8.5%
O=C(NC1CCCC1)C(c1ccco1)N(Cc1ccccc1)C(=O)c1csnn1 (stereo unspecified)	-8.3%	-11.2%	i	1.2%	8.5%
NC(=O)c1nsc(C(=O)N(c2cccc(F)c2)C(C(=O)NC2CCCC2)c2ccc(O)cc2)c1N (stereo unspecified)	1.7%	-0.1%	0.3%	2.6%	-20.1%
O=C1CC(c2ccc(F)cc2)Sc2nc(C34CC5CC(CC(C5)C3)C4)nn21 (stereo unspecified)	2.3%	-6.3%	1.9%	64.1%	-2.2%
COc1ccc(Cl)cc1NC(=S)NCc1cccs1	1.8%	-1.5%	1.7%	?	-1.4%
COc1ccc(CC(=O)NC2=NCCS2)cc1	1.0%	-2.6%	0.5%	11.6%	-16.4%
COc1ccccc1-c1noc(CCCC(=O)NC2CCCC2)n1	0.7%	-14.4%	1.4%	-7.0%	6.8%
CCCCN1C(=O)C(=O)N(CC(=O)NC2CCCc3ccccc32)C1=O (stereo unspecified)	-1.6%	-4.0%	0.8%	8.6%	-10.7%
COc1ccc(CNCC(O)(c2ccc(F)cc2)c2ccc(F)cc2)cc1OC	17.8%	3.4%	i	1.9%	-2.5%
COc1ccc([C@H]2CC(=O)C=C(c3cc(Cl)cc(Cl)c3)C2)cc1	-5.1%	7.4%	4.5%	10.5%	/
O=C(Nc1cccnc1)c1cccc(S(=O)(=O)Nc2cccc(Cl)c2)c1	-13.1%	-8.4%	6.3%	-3.8%	/
Cc1ccc(-n2c(SCC(=O)NCCN3C(=O)CSC3=O)nnc2-c2cccc(C)c2)cc1	2.3%	3.9%	i	2.4%	-4.1%
C[C@H](CO)N1C[C@H](C)[C@@H](CN(C)C(=O)Nc2ccc3c(c2)OCO3)Oc2ccc(NC(=O)Nc3ccc(C(F)(F)F)cc3)cc2C1=O	-1.9%	12.4%	1.0%	36.5%	/
COc1ccc(Oc2cc(C(F)(F)F)nc(N(C)C)n2)cc1	-8.2%	-4.1%	i	-11.0%	12.2%
COCCn1c(SCC(=O)Nc2cc(C)cc(C)c2)nc2ccccc2c1=O	2.9%	11.3%	0.6%	-1.8%	0.6%
Cc1ccc(CC(CC(=O)O)C(=O)NCC23CC4CC(CC(C4)C2)C3)cc1 (stereo unspecified)	0.7%	1.3%	1.1%	5.3%	-2.2%
CCc1cccc(CC)c1NC(=S)NCc1ccc2c(c1)OCO2	-3.8%	-6.2%	0.2%	0.4%	-1.3%
COc1ccccc1-n1cnnc1SCC(=O)NC1CCS(=O)(=O)C1 (stereo unspecified)	-13.3%	-3.0%	1.4%	-11.5%	-2.3%
COc1ccccc1CN1CCNC(=O)C1CC(=O)NCCOc1cccnc1 (stereo unspecified)	2.8%	4.0%	i	-2.8%	-2.5%
